# KCC2 mod: modulates chloride dependent transport by human KCC2; KCC2 cells, thallium flux FluoZin-2 fluorescence; B-score of Tl+ flux slope (higher = more flux/activation; lower = inhibition) at 10 µM; hit rate 2.2% among 190,000;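 active = thallium flux slope and its plate-corrected score both differing from the plate sample mean at a set confidence after two filtering rounds, in either direction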;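 also: slope of fluorescence scaled to starting intensity during 10 to 20 s after thallium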
# zVAD death inh: blocks zVAD induced death of L929 cells; L929 zVAD necroptosis rescue, ATP luminescence, 24 h; with zVAD 60 µM; viability rescue, % at 10 µM; hit rate 0.38% among 220,000; AID 1377;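 active = activation, scaled between plate controls, above about 75%, limit read from the data; inactive = activation under that limit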;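 also: 0% = zVAD with DMSO and 100% = DMSO alone without zVAD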
# KLK5 inh: inhibitors of human kallikrein 5; Q9Y337; recombinant hK5, fluorogenic AMC substrate cleavage; inhibition, % at 5 µM; hit rate 0.59% among 210,000; AID 873;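 active = inhibition of 40% or more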;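 also: 0% = enzyme controls without compound and 100% = no-enzyme blanks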
# Target sequence (Q9Y337 67-293 limits assumed): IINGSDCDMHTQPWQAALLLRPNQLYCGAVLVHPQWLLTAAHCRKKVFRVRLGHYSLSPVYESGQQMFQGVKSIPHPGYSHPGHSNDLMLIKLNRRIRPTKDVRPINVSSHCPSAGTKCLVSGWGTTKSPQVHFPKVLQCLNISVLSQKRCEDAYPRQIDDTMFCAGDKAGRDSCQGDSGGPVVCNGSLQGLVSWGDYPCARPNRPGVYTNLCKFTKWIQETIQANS
# Hck-Nef inh: inhibitors of human Hck kinase activated by Nef; AID 463187; P08631; Recombinant Hck-YEEI plus Nef, Z-Lyte FRET kinase assay; hit rate 0.68% among 220,000; inhibition, % at 20 µM;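 active = Hck-Nef kinase inhibition above about 50%, limit read from the data; inactive = inhibition below that limit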;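 also: 0% = DMSO with Hck plus Nef and 100% = Hck alone without Nef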
# Rad51 HR inh: Rad51 (human) homologous recombination inhibition. hit rate 0.085% among 200,000. AID 1385. Q06609. hRad51 DNA strand exchange, fluorescence dequenching. inhibition, % at 10 µM;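 active = inhibition above 40% at the single screening dose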;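 also: 0% = DMSO control wells and 100% = blanks with heterologous ssDNA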
# Target sequence (Q06609 whole entry, looked up): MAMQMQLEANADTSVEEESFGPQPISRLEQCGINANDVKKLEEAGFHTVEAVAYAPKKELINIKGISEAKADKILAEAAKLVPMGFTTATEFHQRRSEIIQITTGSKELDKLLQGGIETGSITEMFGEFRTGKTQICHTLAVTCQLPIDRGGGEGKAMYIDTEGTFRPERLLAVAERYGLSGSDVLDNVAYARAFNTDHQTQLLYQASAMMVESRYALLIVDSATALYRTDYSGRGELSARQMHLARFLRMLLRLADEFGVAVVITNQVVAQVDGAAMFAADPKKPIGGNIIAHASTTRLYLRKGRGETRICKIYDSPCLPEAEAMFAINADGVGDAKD
#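 Material: hRad51 filaments on single-stranded DNA; Reagent: Donor/quencher-labelled 47-bp dsDNA substrate; Compound: 10 µM final, single point; Schedule: 37 °C 15-min filament assembly, 30-min compound preincubation, 15-min exchange; Technique: FRET fluorescence, excitation 485 nm, emission 520 nm; Benchmarks: control wells and blank wells on each plate.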
# FXIa inh 1536: blocks human coagulation factor XIa protease activity | purified FXIa, Boc-Glu-Ala-Arg-AMC fluorogenic substrate | inhibition, % at 5 µM | hit rate 0.14% among 220,000;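 active = inhibition of at least 40%; inactive = inhibition below 40%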;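 also: fluorescence of freed AMC excited at 355 nm; 0% = enzyme without compound and 100% = no enzyme blank; many of its hits are not listed in these tables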
# Thrombin inh: inhibitors of human thrombin. AID 1046. inhibition, % at 5 µM. alpha-thrombin, Boc-VPR-AMC fluorogenic substrate cleavage. hit rate 0.26% among 220,000;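 active = inhibition at or above 40%; inactive = inhibition below 40%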;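 also: 0% = enzyme with no compound and 100% = wells without enzyme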
#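 signal = AMC fluorescence, 355/460 nm | material = human alpha-thrombin enzyme | control set = enzyme without compound as high, wells lacking enzyme as low | times = reaction at room temperature | read-out basis = percent inhibition scaled between no-compound controls and no-enzyme blanks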
# FXIIa inh: inhibitors of human coagulation factor XIIa; P00748; purified FXIIa, Boc-QGR-AMC fluorogenic substrate, 2 h; inhibition, % at 5 µM; hit rate 0.3% among 220,000; AID 800; in the data active = inhibition above about 40%;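 also: 0% = enzyme with no compound and 100% = blank without enzyme; many of its hits are not listed in these tables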
# TNF death inh: blocks TNF-alpha induced death of Jurkat FADD-/- cells. Jurkat FADD-/- TNF necroptosis rescue, ATP luminescence, 24 h; 0 = TNF only, 100 = no-TNF cells. hit rate 0.068% among 220,000. activation (protection from cell death), % at 10 µM;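 active = activation, meaning protection from cell death, of at least 50% relative to plate controls; inactive = activation below 50%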;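 also: necroptosis triggered by 40 ng/mL TNF-alpha added together with compound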
# The depositor's hits bear a star; · = not tested or not shown; & = joins results of further samples.
# Abbreviations: A = KCC2 mod; B = zVAD death inh; C = KLK5 inh; D = Hck-Nef inh; E = Rad51 HR inh; F = FXIa inh 1536; G = Thrombin inh; H = FXIIa inh; I = TNF death inh
N/C(=N\c1nc2ccccc2o1)NC(=O)C(Cc1ccccc1)N1C(=O)c2ccccc2C1=O (stereo not drawn)
  A: · | B: 1.9 | C: -53.2 | D: -0.7 | E: -0.9 | F: 1.8 | G: 4.5 | H: 20.8 | I: 0.4
CC(=O)N1CCN2C(=O)C1CCCC(=O)c1cc(C)ccc12 (stereo not drawn)
  A: 0.57 | B: -0.8 | C: -3.4 | D: 5.1 | E: -4.3 | F: 21.8 | G: 5.2 | H: 31.2 | I: -0.8
CCc1nnc(NC(=O)CSc2ncnc3c2oc2ccccc23)s1
  A: · | B: 2.4 | C: 13.9 | D: 1.8 | E: -5.3 | F: -8.5 | G: 1.9 | H: 3.8 | I: 1.0
CCN(CC)S(=O)(=O)c1cccc(-c2nnc(SCC(N)=O)n2CCc2ccccc2)c1
  A: -0.588 | B: -0.2 | C: -23.9 | D: 0.4 | E: -0.6 | F: -4.9 | G: -1.5 | H: 6.4 | I: -0.4
CCC(C)(C)n1nnnc1C(CC(C)C)N1CCC(C(N)=O)CC1 (stereo not drawn)
  A: -0.00822 | B: -0.2 | C: 1.0 | D: -4.7 | E: 1.9 | F: -2.6 | G: -6.9 | H: 2.1 | I: 2.9
CCc1nc(N2CCOCC2)c(C#N)c2c1CCCC2
  A: -0.101 | B: -0.2 | C: 5.4 | D: -1.8 | E: · | F: 13.2 | G: 9.9 | H: 18.4 | I: -2.0
O=c1c2c3c(sc2nc2sc(CN4CCOCC4)cn12)CCCC3
  A: -0.569 | B: -0.1 | C: -15.4 | D: 0.2 | E: 7.1 | F: -5.0 | G: -6.3 | H: -17.5 | I: 0.6
O=C(c1ccc(Br)cc1)C1CCc2occc2C1=O (stereo not drawn)
  A: 0.146 | B: -0.3 | C: -14.8 | D: 0.2 | E: -4.7 | F: 2.2 | G: -3.8 | H: 4.9 | I: 11.7
Cc1ccc(NC(=O)C2CC(=O)N(Cc3ccco3)C2)cc1 (stereo not drawn)
  A: 0.356 | B: -0.1 | C: 1.0 | D: 13.2 | E: 3.7 | F: -2.1 | G: -4.1 | H: -0.2 | I: 1.7
COc1cc2c(cc1OC)CN(Cc1cc(=O)oc3cc(C)c(Cl)cc13)CC2
  A: 0.285 | B: 0.3 | C: -14.3 | D: 7.2 | E: 1.7 | F: 5.1 | G: -5.4 | H: 1.3 | I: 2.8
Cc1ccc(NC(=O)c2cc(-c3cccs3)on2)cc1
  A: · | B: -0.9 | C: 2.3 | D: 0.3 | E: -0.9 | F: 2.6 | G: -3.4 | H: 12.9 | I: -3.3
COc1ccc(-c2cc(C(F)(F)F)nc(SCC(=O)Nc3cc(C)on3)n2)cc1OC
  A: 0.21 | B: 2.0 | C: -47.5 | D: 3.3 | E: 8.2 | F: -2.4 | G: -5.2 | H: 4.3 | I: 2.0
Cc1ccc(Nc2cc(C)nc(N3CCOCC3)n2)c(C)c1
  A: -0.311 | B: 0.5 | C: -13.0 | D: -1.2 | E: -6.9 | F: -2.1 | G: -1.8 | H: 6.0 | I: 0.9
COc1ccc(C2=C(O)C(C)N(c3ccccc3)C2=N)cc1OC (stereo not drawn)
  A: · | B: 0.6 | C: 3.0 | D: 5.1 | E: 3.8 | F: 5.2 | G: -0.2 | H: 12.2 | I: 0.9
C/C(N)=C(/C#N)C(=O)COC(=O)CC1CCCC1
  A: · | B: 0.2 | C: · | D: 3.9 | E: 12.6 | F: · | G: · | H: · | I: 0.0
Fc1ccc(NC(=S)Nc2cccnc2)cc1Cl
  A: 1.24 | B: -1.4 | C: -5.7 | D: 18.5 | E: 11.7 | F: -4.1 | G: -6.8 | H: 1.2 | I: 0.7
Cc1c(N2C(=O)c3cccc4cccc(c34)C2=O)c(=O)n(-c2ccccc2)n1C
  A: · | B: -0.4 | C: -4.3 | D: 1.3 | E: -3.3 | F: 2.5 | G: -1.0 | H: 13.3 | I: -1.0
O=C(O)CCCNC(=O)C(c1ccccc1)c1ccccc1
  A: -0.2&0.621 | B: 0.6&0.8 | C: -10.3&-10.2 | D: 2.4&3.6 | E: 6.1&1.0 | F: -6.7&9.5 | G: -5.3&-3.7 | H: 1.2&12.3 | I: 0.5&-0.2
CNC(=O)c1ccsc1NC(=O)CN1C(=O)CCC1=O
  A: 0.0982 | B: 1.6 | C: 3.9 | D: 22.3 | E: 14.2 | F: 1.5 | G: -4.2 | H: 7.8 | I: 2.1
COc1cccc(-c2nn(-c3ccccc3)cc2/C=C(/NC(=O)c2ccccc2)C(=O)O)c1
  A: 0.43 | B: 0.4 | C: -2.0 | D: 15.1 | E: 3.0 | F: -4.2 | G: -5.3 | H: 1.6 | I: 6.7
CCc1nc(N)c(C#N)c(-c2ccc(O)c(OC)c2)c1C
  A: -2.94 | B: 0.2 | C: 2.8 | D: 2.5 | E: -7.9 | F: -6.2 | G: -7.3 | H: 4.5 | I: -4.0
O=C(O)Cc1ccc(NS(=O)(=O)c2ccccc2Cl)cc1
  A: 0.402 | B: 2.7 | C: -2.5 | D: 28.4 | E: -0.4 | F: 3.1 | G: -13.3 | H: -2.5 | I: 1.1
Cc1ccc(C(=O)NCC(=O)OCC(=O)c2c(N)n(C)c(=O)n(C)c2=O)s1
  A: 2.28 | B: -0.5 | C: 5.5 | D: 0.0 | E: · | F: -12.4 | G: 3.6 | H: 16.3 | I: -4.0
COc1cc(C(CCN2CCOCC2)c2c(OC)cc(OC)c3c(C)cc(=O)oc23)cc(OC)c1OC (stereo not drawn)
  A: 0.927 | B: -1.0 | C: -1.9 | D: 9.2 | E: -3.8 | F: -2.8 | G: -5.3 | H: 3.0 | I: 1.4
CSc1ccc(/C=N/N2CCN(Cc3ccccc3)CC2)cc1
  A: · | B: 1.1 | C: -4.4 | D: 23.2 | E: 12.7 | F: -2.0 | G: -5.3 | H: 4.0 | I: 0.5
COc1ccc(NC(=O)COC(=O)c2ccc(S(=O)(=O)N(C)c3ccccc3OC)cc2)c(OC)c1
  A: · | B: 8.5 | C: -1.3 | D: 15.3 | E: 17.2 | F: -3.1 | G: 5.2 | H: 2.4 | I: -4.8
O=C1c2ccccc2NC2(CCCCC2)N1c1ccc(O)cc1
  A: -0.0286 | B: -0.2 | C: -12.5 | D: -9.9 | E: -0.8 | F: -6.2 | G: -4.3 | H: 10.1 | I: -2.3

# Part of the list above in order of formula weight, smallest number first.
# Abbreviations: A = KCC2 mod; B = zVAD death inh; C = KLK5 inh; D = Hck-Nef inh; E = Rad51 HR inh; F = FXIa inh 1536; G = Thrombin inh; H = FXIIa inh; I = TNF death inh
Cc1ccc(Nc2cc(C)nc(N3CCOCC3)n2)c(C)c1
  A: -0.311 | B: 0.5 | C: -13.0 | D: -1.2 | E: -6.9 | F: -2.1 | G: -1.8 | H: 6.0 | I: 0.9
CC(=O)N1CCN2C(=O)C1CCCC(=O)c1cc(C)ccc12 (stereo not drawn)
  A: 0.57 | B: -0.8 | C: -3.4 | D: 5.1 | E: -4.3 | F: 21.8 | G: 5.2 | H: 31.2 | I: -0.8
O=C1c2ccccc2NC2(CCCCC2)N1c1ccc(O)cc1
  A: -0.0286 | B: -0.2 | C: -12.5 | D: -9.9 | E: -0.8 | F: -6.2 | G: -4.3 | H: 10.1 | I: -2.3
O=C(c1ccc(Br)cc1)C1CCc2occc2C1=O (stereo not drawn)
  A: 0.146 | B: -0.3 | C: -14.8 | D: 0.2 | E: -4.7 | F: 2.2 | G: -3.8 | H: 4.9 | I: 11.7
CSc1ccc(/C=N/N2CCN(Cc3ccccc3)CC2)cc1
  A: · | B: 1.1 | C: -4.4 | D: 23.2 | E: 12.7 | F: -2.0 | G: -5.3 | H: 4.0 | I: 0.5
O=c1c2c3c(sc2nc2sc(CN4CCOCC4)cn12)CCCC3
  A: -0.569 | B: -0.1 | C: -15.4 | D: 0.2 | E: 7.1 | F: -5.0 | G: -6.3 | H: -17.5 | I: 0.6
Cc1c(N2C(=O)c3cccc4cccc(c34)C2=O)c(=O)n(-c2ccccc2)n1C
  A: · | B: -0.4 | C: -4.3 | D: 1.3 | E: -3.3 | F: 2.5 | G: -1.0 | H: 13.3 | I: -1.0
COc1ccc(NC(=O)COC(=O)c2ccc(S(=O)(=O)N(C)c3ccccc3OC)cc2)c(OC)c1
  A: · | B: 8.5 | C: -1.3 | D: 15.3 | E: 17.2 | F: -3.1 | G: 5.2 | H: 2.4 | I: -4.8

# Three entries already listed, sorted by their value in FXIa inh 1536, lowest first:
SMILES | FXIa inh 1536
COc1ccc(NC(=O)COC(=O)c2ccc(S(=O)(=O)N(C)c3ccccc3OC)cc2)c(OC)c1 | -3.1
Cc1ccc(Nc2cc(C)nc(N3CCOCC3)n2)c(C)c1 | -2.1
N/C(=N\c1nc2ccccc2o1)NC(=O)C(Cc1ccccc1)N1C(=O)c2ccccc2C1=O (stereo not drawn) | 1.8

# Bioassay records as filed in PubChem.

# An excerpt; count on the stated rates, not on these rows.
